Screens (PubChem)
USP1 inh = USP1/UAF1 (human) deubiquitinase inhibition. O94782. Potency, µM (top dose mostly 57.1 µM), inactives show at the top dose activity change, negative = inhibition, actives largely listed as inhibitors. 0.23% of 390,000 active. AID 743255. recombinant USP1/UAF1, Ub-Rhodamine cleavage fluorescence; also: potency is read from the fitted curve at half-maximal effect; % is scaled to controls: 0 for no effect and ±100 for the full control effect; nearly all actives have a fitted effect of over 60% in size; inactives centre near -12
Target sequence (O94782 whole entry, looked up): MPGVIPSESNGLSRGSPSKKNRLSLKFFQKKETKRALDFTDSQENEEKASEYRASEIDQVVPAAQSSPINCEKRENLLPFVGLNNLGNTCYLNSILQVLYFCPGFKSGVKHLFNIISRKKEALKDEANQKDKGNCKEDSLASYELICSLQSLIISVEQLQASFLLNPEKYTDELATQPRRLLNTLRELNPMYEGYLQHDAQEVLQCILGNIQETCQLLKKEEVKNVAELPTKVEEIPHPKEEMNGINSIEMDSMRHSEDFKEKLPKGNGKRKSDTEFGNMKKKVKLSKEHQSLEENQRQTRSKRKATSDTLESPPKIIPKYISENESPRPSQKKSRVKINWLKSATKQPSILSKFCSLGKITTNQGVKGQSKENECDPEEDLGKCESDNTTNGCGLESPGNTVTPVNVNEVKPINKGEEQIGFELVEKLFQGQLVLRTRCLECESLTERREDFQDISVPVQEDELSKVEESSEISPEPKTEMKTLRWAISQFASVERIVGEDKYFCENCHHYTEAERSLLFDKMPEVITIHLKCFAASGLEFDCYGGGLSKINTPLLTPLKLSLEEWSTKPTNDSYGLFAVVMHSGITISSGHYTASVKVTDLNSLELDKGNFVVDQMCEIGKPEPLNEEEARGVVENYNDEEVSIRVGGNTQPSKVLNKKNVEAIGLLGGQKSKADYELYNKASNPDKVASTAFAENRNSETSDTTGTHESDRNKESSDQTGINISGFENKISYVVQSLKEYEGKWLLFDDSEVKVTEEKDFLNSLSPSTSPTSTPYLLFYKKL
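In this screen, compounds sit with the deubiquitinase complex (1nM) for 15 min at room temperature before Ub-Rho is added at 150nM final. Fluorescence rise is then followed for 6 reads every 60 seconds.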
RXFP1 agonist = agonists of human relaxin receptor RXFP1 | Q9HBX9 | HEK293T-RXFP1 cAMP TR-FRET, 30 min; response scale: percent of porcine relaxin response, buffer zero | Potency, µM (doses to about 57.5 µM), for inactives: at the top dose activation, actives largely listed as activators | 0.3% of 370,000 active; also: potency is read from the fitted curve at half-maximal effect; % is scaled to controls: 0 for no effect and ±100 for the full control effect; nearly all actives have a fitted effect of over 60% in size; many of its hits are not listed in these tables
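HEK293 cells stably expressing RXFP1, treated 30 min at 37C with compounds plus PDE4 inhibitor Ro 20174; cAMP measured by HTRF TR-FRET. Normalized to buffer and 29 nM porcine relaxin; EC50 by Hill fit.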
Vif-A3F inh = Vif-A3F binding inhibition | Potency, µM (titrated, usually from 46.1 µM), inactives show top-dose activity, negative = active | HeLa A3F-eYFP + Vif (tagged APOBEC3F with the HIV-1 protein that degrades it), YFP fluorescence increase | 0.2% of 390,000 active | AID 602313; also: potency is read from the fitted curve at half-maximal effect; % of control where 0% means no effect; nearly all actives have a fitted effect of over 65% in size
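Fluorescence increase (Ex 488/Em 500-530) after overnight compound treatment at 37 deg C flags inhibition of Vif-driven A3F-eYFP loss in stable HeLa A3F-eYFP/Vif cells seeded overnight beforehand.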
Glioma ERSR ind = ER stress response induction in glioma; Potency, µM, for the others: top-dose activation, hits mostly activators; 0.02% of 420,000 active; U87-MG GRP78 promoter luciferase reporter, 16 h; also: potency is read from the fitted curve at half-maximal effect; series mostly up to about 76 µM; % of control where 0% means no effect; nearly all actives have a fitted effect of over 35% in size
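Stably transfected U87-MG glioma cells carrying a GRP78-based luciferase sensor; 16 h compound incubation. Luminescence end-point read 10 min after Bright-Glo addition at room temperature.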
PI4K2A inh = blocks human PI4K2A kinase activity; Q9BTU6; purified PI4K2A, ADP-Glo luminescence, 1 h; active compounds read low; activity change, negative = inhibition, % at 76.9 µM; 0.13% of 420,000 active; AID 1346378; in the data active = activity change below about -50%; inconclusive = mostly about -30% to -49%;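 also: -100% = wells without enzyme as full effect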
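In this quantitative HTS, ADP production by PI4K2A was quantified luminescently after 1 h at ambient temperature; 100 microM adenosine served as plate-quality control.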
LDHA inh = LDHA (human) enzyme inhibition; P00338; purified LDHA, NADH/diaphorase-resazurin fluorescence; active compounds read low; activity change, % (values are at about 110 or 230 µM); 0.15% of 480,000 active; AID 1347041; in the data active = activity change below about -30%; inconclusive = mostly about -25% to -30%;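 also: plate controls were DMSO wells for no effect and wells without enzyme for full effect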
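LDH5 2 nM; NADH 0.06 mM, pyruvate 0.2 mM; 200 mM Tris pH 7.4, EDTA, Tween-20; 5 min RT. Detection: diaphorase 0.133 mg/mL + resazurin 37 µM, fluorescence ex540/em590 at 0 and 20 min; normalized to enzyme-free and DMSO wells.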
mIDH1 inhibitor = human IDH1 R132H inhibition. Potency, µM (titrated, usually from 76.6 µM), for inactives: top-dose activity change, negative = inhibition, hits mostly inhibitors. 0.093% of 390,000 active. IDH1-R132H enzyme, NADPH consumption, diaphorase/resazurin fluorescence. O75874. AID 602179; also: potency is read from the fitted curve at half-maximal effect; % is scaled to controls: 0 for no effect and ±100 for the full control effect; nearly all actives have a fitted effect of over 65% in size
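IDH1-R132H (0.5 ug/mL dispensed) in pH 7.5 Tris buffer was preincubated 30 min with compound, then given a substrate mix of 0.016 mM NADPH and 2 mM alpha-KG for 80 min at room temperature; remaining NADPH was read by diaphorase/resazurin fluorescence.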
TrxR1 substrate = is turned over as a substrate by rat TrxR1. purified TrxR1 substrate turnover, NADPH consumption readout. Potency, µM (titrated, usually from 114 µM), inactives show top-dose activity change, negative = substrate turnover. O89049. 0.01% of 390,000 active; also: potency is read from the fitted curve at half-maximal effect; % is scaled to controls: 0 for no effect and ±100 for the full control effect; nearly all actives have a fitted effect of over 50% in size
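Rat TrxR1, dispensed at 90 nM, was prereduced with 400 uM NADPH (final) for 5 min at ~22 deg C, then incubated with compound 15 min before 400 uM selenite. A first-read NADPH fluorescence drop versus no-compound background flagged substrates.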
Vif-A3G inh = Vif-A3G binding inhibition; Q9HC16; HeLa A3G-eYFP + Vif (tagged APOBEC3G with the HIV-1 protein that degrades it), YFP fluorescence, overnight; Potency, µM (series often up to 46.1 µM), for inactives: at the highest dose activity, negative = active, hits mostly inhibitors; 0.076% of 410,000 active;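 also: potency is read from the fitted curve at half-maximal effect; % is scaled to controls: 0 for no effect and ±100 for the full control effect; nearly all actives have a fitted effect of over 60% in size; hits raise eYFP signal because A3G escapes Vif-driven loss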
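HeLa cells stably expressing Vif and C-terminally eYFP-tagged A3G, seeded overnight at 37 deg C, then exposed to compound by pintool overnight at 37 deg C. Rise in yellow fluorescence (Ex 488/Em 500-530, Acumen) marks blocked Vif-driven A3G degradation.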
* marks the source's active call; other numbers are inactive results; ? = inconclusive; . = no result given; & = joins results of further samples; [ ] = dose if it differs, or a comment. Unless noted, calls follow the shape of the dose curve; as a rule, active = well fitted curve in the direction sought with a large enough effect; inconclusive = small, poorly fitted or top-dose-only effect, or another doubt; inactive = no such curve, though single readings can be large; an effect the other way counts as inactive or inconclusive.

1: CC(C)c1ccc(NC(=O)CSc2nnc(-c3ccccn3)n2C)cc1
2: Cc1ccc(C(=O)O)cc1NC(=O)c1ccc2c(c1)C(=O)N(c1ccc([N+](=O)[O-])cc1)C2=O
3: CN1CCN(c2ccc([N+](=O)[O-])cc2C(=O)Nc2ccccc2)CC1
4: O=C1CN(C(=O)c2cccc(F)c2)C(c2ccc(F)cc2)c2cc(F)ccc2N1 (centres undefined)
5: CC(=O)C1=C(O)CCCC1=NCc1nc2ccccc2[nH]1
6: CCOC(=O)C1=C(C)NC(SCC(N)=O)=C(C#N)C1c1ccncc1 (centres undefined)
7: COc1ccc(CNC[C@@H](CCCCN(C)Cc2ccc(OC)cc2)N2C[C@H](c3ccccc3)N(CCc3ccc(Cl)c(Cl)c3)C(=O)C2=O)cc1
8: COc1cc2[nH]c(=S)nc(NCCC(C)C)c2cc1OC
9: CCCC(=O)Nc1nnc(SCC(=O)Nc2ccc3c(c2)OCCO3)s1
10: Cc1ccc(-c2cc3nc4c(c(=O)n3[nH]2)CCCC4)cc1

entry no. | 1 | 2 | 3 | 4 | 5 | 6 | 7 | 8 | 9 | 10
USP1 inh | -21% | -21% | -5% | -6% | -12% | -13%&-18% | ? | ? | -15% | -2%
RXFP1 agonist | 1.8% | -0.4% | 0.8% | -0.7% | 2.6% | 2.2% | -1.6% | ? | 0.7% | .
Vif-A3F inh | -9% | 9% | -1% | 1% | 6% | -11%&4% | 6% | -9% | 6% | 4%
Glioma ERSR ind | -2% | -8% | -3% | -4% | -2% | -6%&-2% | -11% | -4% | -8% | 3%
PI4K2A inh | -4 | -2 | 3 | 7 | 0 | -7&12 | -1 | -5 | 8 | -3
LDHA inh | 2 | -1 | -10 | -1 | 0 | -4&1 | -23 | -1 | -8 | 2
mIDH1 inhibitor | -1% | 0% | 11% | 2% | 4% | 2%&0% | -4%[38.3 µM] | 5% | -3% | 6%
TrxR1 substrate | -3% | 1% | 5%[57.1 µM] | 8%[57.1 µM] | -16%[57.1 µM] | 6% | 4% | 5% | 3%[57.1 µM] | 3%
Vif-A3G inh | -6% | 2% | -1% | 0% | -5% | 0%&1% | 8% | 0% | 1% | -3%

5 compounds out of the list above, sorted by the value under USP1 inh, high to low:
# | Structure | USP1 inh
10 | Cc1ccc(-c2cc3nc4c(c(=O)n3[nH]2)CCCC4)cc1 | -2%
3 | CN1CCN(c2ccc([N+](=O)[O-])cc2C(=O)Nc2ccccc2)CC1 | -5%
4 | O=C1CN(C(=O)c2cccc(F)c2)C(c2ccc(F)cc2)c2cc(F)ccc2N1 (centres undefined) | -6%
5 | CC(=O)C1=C(O)CCCC1=NCc1nc2ccccc2[nH]1 | -12%
9 | CCCC(=O)Nc1nnc(SCC(=O)Nc2ccc3c(c2)OCCO3)s1 | -15%

Following part.
11: CCc1nnc(NS(=O)(=O)c2ccc(NC(=O)OC)cc2)s1
12: CN(C)C(CNC(=O)c1ccc2ccccc2c1)c1ccco1 (centres undefined)
13: CCC(Sc1nc2cc3c(cc2c(=O)n1CCCC(=O)NCc1ccc(OC)cc1)OCO3)C(=O)NCCCOC (centres undefined)
14: O=C(N=Nc1c(O)[nH]c2ccc(F)cc12)C1COc2ccccc2O1 (centres undefined)
15: COc1ccc(/C=N/n2cnnc2)cc1COc1ccccn1
16: CC(C)CCNC(=O)C1CCCN(S(=O)(=O)c2ccc(-n3cnnn3)cc2)C1 (centres undefined)
17: CCC(=O)N1c2ccc(S(=O)(=O)CCC(=O)NCc3cccs3)cc2CC1C (centres undefined)
18: O=C(c1cccc(-c2nnc(-c3ccccc3)o2)c1)N1CCCCCC1
19: CC(=O)c1cccc(NC(=O)CCC(=O)c2ccc(F)cc2)c1
20: CCOc1cccnc1Sc1ccccc1

entry no. | 11 | 12 | 13 | 14 | 15 | 16 | 17 | 18 | 19 | 20
USP1 inh | -16% | -11% | 14% | -23% | -5% | -8% | -6% | 2% | -14% | -8%
RXFP1 agonist | 0.6% | 0.5% | -0.2% | 0.9% | -1.0% | -1.0% | -0.2% | -1.5% | 7.9% | .
Vif-A3F inh | -4% | 2% | -4% | 2% | 1% | 19% | 3% | -6% | -12% | -3%
Glioma ERSR ind | -2% | 2% | -3% | 2% | -4% | -2% | -5% | 6% | 0% | 1%
PI4K2A inh | 9 | 1 | -5 | 4 | -3 | 0 | -2 | -3 | 6 | -6
LDHA inh | -4 | -7 | 0 | -1 | 6 | -6 | -4 | -4 | -2 | -1
mIDH1 inhibitor | 4% | 2% | 6% | 0% | 9% | 6% | -5% | 3% | -5% | 1%
TrxR1 substrate | -2% | 5%[57.1 µM] | 10%[57.1 µM] | 4%[57.1 µM] | -2% | -7% | 9%[57.1 µM] | 1% | -4% | 9%
Vif-A3G inh | 0% | -4% | -1% | 3% | -2% | 0% | -32% | 0% | -6% | -1%

21: O=C(CCCSc1nnc(-c2cccs2)n1CC1CCCO1)c1ccccc1 (centres undefined)
22: CC1Nc2nc(NC(=O)C(C)(C)C)[nH]c(=O)c2N(C)C1C (centres undefined)
23: CN(/N=C/c1cc(Cl)ccc1O)C1=NS(=O)(=O)c2ccccc21
24: Cc1ccc(C2CC(c3ccccc3)=NN2C(=S)Nc2ccccc2)o1 (centres undefined)
25: CCOC(=O)N1CCc2c(sc3c2c(=O)n(-c2ccccc2)c(=O)n3CC(=O)Nc2ccc(OC)cc2OC)C1
26: C[C@H](CO)N1C[C@H](C)[C@H](CN(C)Cc2ccc(-c3ccccc3)cc2)Oc2ccc(NS(=O)(=O)c3ccccc3)cc2CC1=O
27: CCN(CC(=O)Nc1c(F)cccc1F)C(=O)c1ccc(S(=O)(=O)N2CCC(C)CC2)cc1
28: CC1(C)OC(=O)C(=CNc2cccc(C(=O)O)c2)C(=O)O1
29: O=C(Nc1ccccc1)OCc1cc(-c2ccccc2Cl)on1
30: Cc1cc([N+](=O)[O-])ccc1NC(=O)CSc1nccc(=O)[nH]1

entry no. | 21 | 22 | 23 | 24 | 25 | 26 | 27 | 28 | 29 | 30
USP1 inh | -13% | 1% | -4% | -29% | -9% | -13% | -14% | -17% | -19% | -22%
RXFP1 agonist | 1.2% | 0.1% | -0.7% | 0.0% | 0.7% | . | 0.3% | 4.4% | 4.9% | 1.5%
Vif-A3F inh | -5% | 11% | -3% | 0% | ? | ? | 6% | 3% | 1% | 1%
Glioma ERSR ind | -3% | -1% | -4% | 3% | -3% | 5% | 0% | 1% | 5% | 0%
PI4K2A inh | -1 | 3 | -2 | 7 | 0 | 0 | 0 | 4 | 0 | 3
LDHA inh | -1 | -4 | -8 | 1 | -2 | 2 | 1 | 1 | -6 | -5
mIDH1 inhibitor | 7% | 2% | -20% | 6% | -15% | 1% | 9% | 1% | -2% | -1%
TrxR1 substrate | 10% | -4% | 0% | -5% | -8% | 4%[57.1 µM] | -13% | -16% | -6% | 0%
Vif-A3G inh | 2% | 1% | 0% | ? | 0% | -2% | -2% | 4% | -3% | -1%

31: O=C(COC(=O)c1ccc(Cl)nc1)NCCc1ccc(F)cc1
32: COC(=O)c1ccc([N+](=O)[O-])cc1N1C(=O)C2C3CCC(C3)C2C1=O (centres undefined)
33: CCc1cc2ccccc2nc1SCC(=O)Nc1cc(OC)c(OC)cc1C(=O)O
34: CCOC(=O)c1c(/N=C/c2ccc(OC)cc2O)sc2c1CCN(C)C2
35: CCCCCCCNC(=O)C1(CC2CC(c3ccc(Cl)cc3)=NO2)CCN(C(=O)Cc2ccc(F)cc2)CC1 (centres undefined)
36: COc1ccc(CNC(=O)CCCN2C(=O)CSc3c2c(C)nn3-c2ccccc2)cc1
37: CC(=O)Nc1ccc(S(=O)(=O)N2CCN(c3cc(C)nc4ccccc34)CC2)cc1
38: Cc1cc(=O)oc2c(C)c(OC(C)C(=O)NCC(O)c3ccccc3)ccc12 (centres undefined)

entry no. | 31 | 32 | 33 | 34 | 35 | 36 | 37 | 38
USP1 inh | -5% | -20% | -23% | -19% | -27% | -19% | -4% | -22%
RXFP1 agonist | . | 0.5% | -6.5% | -2.1% | 0.0% | 1.5% | -1.5% | 0.1%
Vif-A3F inh | -1% | -4% | -18% | -8% | -2% | -6% | 1% | 5%
Glioma ERSR ind | 0% | -1% | -4% | 0% | -2% | -3% | -4% | -2%
PI4K2A inh | -2 | -1 | -2 | 0 | -5 | 3 | -1 | 5
LDHA inh | -4 | 3 | -18 | 8 | 0 | -6 | -5 | -2
mIDH1 inhibitor | 17% | -3% | -2% | 6% | -6% | -7% | 7% | -5%
TrxR1 substrate | -2% | 7% | 6% | -12% | 6%[57.1 µM] | -3%[57.1 µM] | -7% | 41%[activator]
Vif-A3G inh | 4% | 0% | -4% | -11% | -4% | -10% | -9% | -1%

Compound profiles, as listed above. Order of values: USP1 inh | RXFP1 agonist | Vif-A3F inh | Glioma ERSR ind | PI4K2A inh | LDHA inh | mIDH1 inhibitor | TrxR1 substrate | Vif-A3G inh
CCOC(=O)N1CCc2c(sc3c2c(=O)n(-c2ccccc2)c(=O)n3CC(=O)Nc2ccc(OC)cc2OC)C1 reads -9% | 0.7% | ? | -3% | 0 | -2 | -15% | -8% | 0%
CCN(CC(=O)Nc1c(F)cccc1F)C(=O)c1ccc(S(=O)(=O)N2CCC(C)CC2)cc1 reads -14% | 0.3% | 6% | 0% | 0 | 1 | 9% | -13% | -2%

The list is partial; rates above refer to the full screens.
